Screening results deposited in PubChem BioAssay by several laboratories.
Peg3 prom inh = Peg3 promoter-driven luciferase inhibitors, primary screen, cell-based, HeLa, luciferase luminescence; actives 1.7% (n = 360,000); HeLa PEG-Prom luciferase reporter, overnight; inhibition, % at 20 µM;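 active means inhibition of at least 50% at 20 µM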
NR2E3 ag-1 = inhibitors of NR2E3-RetCOR corepressor binding, primary screen, NR2E3 agonist project, biochemical, TR-FRET, GST-NR2E3, biotin-RetCOR; actives 0.12% (n = 320,000); Photoreceptor-specific nuclear receptor (Homo sapiens), Q9Y5X4; inhibition of corepressor binding, % at 4.78 µM; 1536-well; AID 2300, 2010;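 active means percent inhibition above the cutoff of mean plus 3 SD of all tested compounds, set per screening campaign, cut at about 20% in these data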;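 further: 0% = DMSO wells and 100% = biotin wells as full block of FRET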
Target sequence (Q9Y5X4 whole entry, looked up): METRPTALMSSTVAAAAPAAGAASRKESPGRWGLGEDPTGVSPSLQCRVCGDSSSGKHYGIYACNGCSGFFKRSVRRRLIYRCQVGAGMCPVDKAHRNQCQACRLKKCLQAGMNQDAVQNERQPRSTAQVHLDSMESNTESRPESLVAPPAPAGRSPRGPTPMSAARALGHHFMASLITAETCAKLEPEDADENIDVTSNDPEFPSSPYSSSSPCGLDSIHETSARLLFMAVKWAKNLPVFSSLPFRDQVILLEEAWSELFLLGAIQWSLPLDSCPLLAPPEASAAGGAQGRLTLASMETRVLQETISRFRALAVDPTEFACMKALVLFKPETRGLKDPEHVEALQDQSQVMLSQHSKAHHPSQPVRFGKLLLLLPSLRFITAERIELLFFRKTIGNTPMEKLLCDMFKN
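Material: NR2E3–RetCOR corepressor complex / Incubation: Compound–protein incubation for 5 h at 4 °C / Dosing: compound at 4.8 µM, single dose / Detection: time-resolved FRET / Benchmarks: high control biotin, low control 0.6% DMSO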
MITF TRPM1 inh = inhibitors of MITF-dependent TRPM1 promoter reporter, primary screen, cell-based, SK-MEL-5, single point, luciferase. SK-MEL-5 TRPM1 promoter luciferase, 24 h. inhibition, % at 12.5 µM. actives 0.83% (n = 330,000). AID 488899, 2010;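 active means mean inhibition across replicates of 60% or more, whatever share of single replicates reaches that level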; further: values of inactives mirror those of a sister screen read the other way
Shn3 3UTR inh = reduction of Shn3 3'UTR firefly luciferase signal, primary screen, Schnurri-3 inhibitor project, cell-based, Clone20 osteoblasts, set 2; Clone20 osteoblast Shn3 3'UTR firefly luciferase, 24 h; inhibition, % at 12.5 µM; actives 0.52% (n = 360,000); AID 588674, 2011;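 active means mean inhibition of at least 75% with every replicate also reaching 75%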;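 further: 0% = median of neutral control wells and 100% = pilot-screen positive control compound; some compounds past the cut are filed as inactive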
HTR2A ag = mouse Htr2a agonists via beta-arrestin recruitment, primary screen, cell-based, luminescence | actives 0.66% (n = 360,000) | CHO-K1 mHTR2A beta-arrestin complementation; percent of 30 µM serotonin response | AID 624169, 2012 | activation, % at 7.6 µM;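 active means activation above a run cutoff, the mean activation of all tested compounds plus 3 SD, cut at about 14% in these data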;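 further: 0% = plate median of compound wells and 100% = 30 µM serotonin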
HIF-2a block = HIF-2a reporter inhibitors, primary screen, luminescence, 786-0 RCC cells | 786-0 RCC cells HIF-2a reporter, luciferase luminescence, overnight | inhibition, % at 18.8 µM | actives 0.72% (n = 360,000) | AID 624352, 2012;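 active means inhibition of the luminescence signal of 40% or more relative to plate controls, in a single-dose primary screen at 18.75 µM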
Cardio protect = cardioprotection against H2O2-induced cell death, primary screen, uHTS, H9c2 cells, ATPLite luminescence | protection from H2O2 cell death, % at 20 µM | H9c2 cardiomyocytes, H2O2 injury protection, 2 h | actives 0.63% (n = 360,000) | AID 588492, 2011;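 active means compounds giving at least 50% protection of heart cells from peroxide-induced death in the single-dose screen, raw or plate-pattern-corrected value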;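 further: 0% = DMSO wells with peroxide and 100% = DMSO wells without peroxide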
NR2E3 ag-2 = NR2E3 agonists in two-hybrid cells, primary screen, cell-based, luminescence, CHO-S, Gal4-NCOR/VP16-NR2E3. luciferase. inhibition of corepressor binding, % at 3.98 µM. actives 0.35% (n = 360,000). AID 602229, 2012;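 active means inhibition above the mean of all tested compounds plus 3 SD, cut at about 70% in these data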;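 further: 0% = DMSO with NR2E3 transfected cells and 100% = cells lacking NR2E3 construct; higher means lower luciferase signal from less NR2E3 corepressor binding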
hiPSC survival = enhancers of single-cell hiPSC survival, primary screen, ATPlite luminescence; survival enhancement, % at 20 µM; 100% = ROCK inhibitor wells, 0% = DMSO; actives 0.044% (n = 360,000); in the data active means survival enhancement above about 18%;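 further: cells exposed to compounds for 16 hours before the ATP read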
CaV13 ICDI inh = Primary screen for inhibitors of IQ motif and Ca2+-dependent inactivation inhibitor domain binding in CACNA1D, Förster resonance energy transfer in living cells, …; actives 0.098% (n = 340,000); AID 743397; HEK cells, CFP/YFP FRET ICDI-IQ, plate reader, 10 min; percent FRET-ratio fall versus neutral wells; inhibition, % at 12.3 µM;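 active means mean replicate inhibition of at least 30% and at least 1% of replicates passing that level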;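 further: 0% = median of the neutral control wells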
PDI inh = inhibitors of human PDI, primary screen, biochemical, turbidity, single point, plate reader; inhibition, % at 10 µM; PDI insulin aggregation turbidity, A650, 90 min; actives 0.052% (n = 350,000); Protein disulfide-isomerase (Homo sapiens), P07237;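 active means mean inhibition across replicates of 30% or more, whatever share of single replicates reach that level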;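 further: absorbance from insulin aggregation driven by PDI reduction with DTT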
Target sequence (P07237 whole entry, looked up): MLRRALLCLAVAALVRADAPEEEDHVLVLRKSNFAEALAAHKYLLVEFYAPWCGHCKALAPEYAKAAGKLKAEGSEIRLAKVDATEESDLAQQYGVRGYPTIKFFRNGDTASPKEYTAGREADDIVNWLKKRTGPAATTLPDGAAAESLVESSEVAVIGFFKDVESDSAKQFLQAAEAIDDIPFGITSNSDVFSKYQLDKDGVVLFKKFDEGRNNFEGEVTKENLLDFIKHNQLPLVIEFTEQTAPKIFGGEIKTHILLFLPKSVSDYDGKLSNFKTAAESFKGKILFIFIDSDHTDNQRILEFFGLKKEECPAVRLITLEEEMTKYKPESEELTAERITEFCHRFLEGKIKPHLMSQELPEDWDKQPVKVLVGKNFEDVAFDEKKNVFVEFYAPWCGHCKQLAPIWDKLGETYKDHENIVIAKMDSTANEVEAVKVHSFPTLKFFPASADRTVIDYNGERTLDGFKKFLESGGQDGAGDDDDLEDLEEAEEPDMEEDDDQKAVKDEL
* marks the source's active call; other numbers are inactive results; . = no result given.

The first 13 entries as a preview:
SMILES	Peg3 prom inh	NR2E3 ag-1	MITF TRPM1 inh	Shn3 3UTR inh	HTR2A ag	HIF-2a block	Cardio protect	NR2E3 ag-2	hiPSC survival	CaV13 ICDI inh	PDI inh
CN1CCCN(Cc2ccccc2Br)CC1	7	0	19	-4	-5	15	-1	22	-0.2	-19	7
COc1ccccc1N1CCN(C(=S)NC(=O)c2ccc([N+](=O)[O-])cc2)CC1	13	.	.	-27	-3	16	9	12	1.2	-6	2
Cc1ccnc(NC(=O)CCC(=O)N(CC(=O)NC(C)(C)C)c2ccc3c(c2)OCO3)c1	-3	4	.	4	-6	8	1	-14	0.4	-3	3
CC(C)C(NC(=O)c1ccccc1)C(=O)NCc1ccccn1 (stereo unspecified)	13	1	-7	-2	6	14	2	20	1.1	-4	-4
Cc1cccc(OCC(=O)N(C)CC(=O)Nc2cccc(F)c2)c1C	4	-1	-10	11	0	-18	-2	6	-0.2	-3	-14
CC(C)N(C(=O)COC(=O)c1cccnc1Cl)c1ccccc1	-1	.	-5	-21	10	11	1	-2	-2.0	-9	-3
O=C(Cc1ccccc1)NC1CCN(C(=O)c2ccc([N+](=O)[O-])cc2)CC1	6	.	8	8	0	4	0	-6	-0.4	-3	-2
CCN1CCN(CC(=O)N2N=C(c3cccs3)CC2c2ccc(OC)c(OC)c2)C(=O)C1=O (stereo unspecified)	26	0	8	-6	-1	10	6	-1	1.7	1	2
CCOC(=O)N1C/C(=C\c2ccccc2)C(=O)/C(=C/c2ccccc2)C1	112*	.	104*	80	0	95*	-13	6	0.6	-3	4
COc1ccccc1CNC(=O)C1COc2ccccc2O1 (stereo unspecified)	-78	0	-22	-12	-4	-138	-1	-36	-1.0	-5	5
Cc1cccc(C)c1NC(=O)C1(N(Cc2ccco2)C(=O)CC2NC(=O)NC2=O)CCCCC1 (stereo unspecified)	10	1	4	-3	3	14	5	-12	1.9	-5	-4
CC(/C=N/NC(=O)c1cnccn1)=C\c1ccco1	-127	-4	.	-23	-2	-83	-2	-39	-0.7	-2	-13
O=C/C(=C\Nc1ccc(Cl)cn1)c1nc2ccccc2o1	-17	1	17	-10	2	-43	4	-14	-3.8	-6	20

This part in full, repeating the preview:
SMILES	Peg3 prom inh	NR2E3 ag-1	MITF TRPM1 inh	Shn3 3UTR inh	HTR2A ag	HIF-2a block	Cardio protect	NR2E3 ag-2	hiPSC survival	CaV13 ICDI inh	PDI inh
CN1CCCN(Cc2ccccc2Br)CC1	7	0	19	-4	-5	15	-1	22	-0.2	-19	7
COc1ccccc1N1CCN(C(=S)NC(=O)c2ccc([N+](=O)[O-])cc2)CC1	13	.	.	-27	-3	16	9	12	1.2	-6	2
Cc1ccnc(NC(=O)CCC(=O)N(CC(=O)NC(C)(C)C)c2ccc3c(c2)OCO3)c1	-3	4	.	4	-6	8	1	-14	0.4	-3	3
CC(C)C(NC(=O)c1ccccc1)C(=O)NCc1ccccn1 (stereo unspecified)	13	1	-7	-2	6	14	2	20	1.1	-4	-4
Cc1cccc(OCC(=O)N(C)CC(=O)Nc2cccc(F)c2)c1C	4	-1	-10	11	0	-18	-2	6	-0.2	-3	-14
CC(C)N(C(=O)COC(=O)c1cccnc1Cl)c1ccccc1	-1	.	-5	-21	10	11	1	-2	-2.0	-9	-3
O=C(Cc1ccccc1)NC1CCN(C(=O)c2ccc([N+](=O)[O-])cc2)CC1	6	.	8	8	0	4	0	-6	-0.4	-3	-2
CCN1CCN(CC(=O)N2N=C(c3cccs3)CC2c2ccc(OC)c(OC)c2)C(=O)C1=O (stereo unspecified)	26	0	8	-6	-1	10	6	-1	1.7	1	2
CCOC(=O)N1C/C(=C\c2ccccc2)C(=O)/C(=C/c2ccccc2)C1	112*	.	104*	80	0	95*	-13	6	0.6	-3	4
COc1ccccc1CNC(=O)C1COc2ccccc2O1 (stereo unspecified)	-78	0	-22	-12	-4	-138	-1	-36	-1.0	-5	5
Cc1cccc(C)c1NC(=O)C1(N(Cc2ccco2)C(=O)CC2NC(=O)NC2=O)CCCCC1 (stereo unspecified)	10	1	4	-3	3	14	5	-12	1.9	-5	-4
CC(/C=N/NC(=O)c1cnccn1)=C\c1ccco1	-127	-4	.	-23	-2	-83	-2	-39	-0.7	-2	-13
O=C/C(=C\Nc1ccc(Cl)cn1)c1nc2ccccc2o1	-17	1	17	-10	2	-43	4	-14	-3.8	-6	20
CCN1C(=O)[C@@H]2[C@@H](c3ccc(-c4ccc(OC)cc4)cc3)N3CCC[C@@]3(C(=O)OC)[C@@H]2C1=O	4	-5	0	10	-7	7	-9	-16	0.0	-5	2
CC1CCCc2sc3nc(NCc4ccco4)n4ncnc4c3c21 (stereo unspecified)	-26	0	-4	5	1	-37	1	3	3.5	-7	-13
COCCCNC(=O)COc1ccc(Br)cc1Cl	-159	1	-62	-41	2	-177	1	-64	1.6	-3	1
O=C(N1CCCCCC1)N1CCN(S(=O)(=O)N2CCOCC2)CC1	-4	-2	-8	-17	3	10	3	-12	-0.8	.	19
COc1ccc(CCNC(=O)c2ccc3c(c2)OCCO3)cc1	-171	3	-51	-63	2	-199	-5	-70	1.8	2	7
Cc1ccc2[nH]c3c(c2c1)CN(C(=O)CN1CCN(c2cccc(C)c2C)CC1)CC3	18	-1	10	2	-3	12	-3	-20	7.1	.	3
Cc1nc2ccccc2n1C1CCN(CC(=O)NCc2ccc(F)cc2)CC1	10	2	4	4	5	11	1	-34	-1.5	-8	1
CNc1nc(-c2ccc3c(c2)CCN3C(=O)CC(C)(C)C)c(C)s1	-59	2	.	8	1	-111	-4	-25	0.2	-19	-4
CC1(C)C(=O)OC(/C=C\c2ccccc2)C(C)(C)C1=O (stereo unspecified)	-3	0	-15	-54	0	2	14	-29	1.4	-7	4
CCOC(=O)N1CCC(NC(=O)c2cnn3cccnc23)CC1	-3	1	12	-6	-1	18	15	-10	1.2	-6	0
CSc1ccccc1C(=O)NCCCOC(C)C	19	1	11	-2	5	-19	7	5	2.0	-4	9
Cn1cc(CN2CCCC(C(=O)c3cccs3)C2)c(-c2cccc(Cl)c2)n1 (stereo unspecified)	10	2	4	14	-3	22	5	3	-0.5	-7	-1

Ordered by heavy-atom count (falling): 3 of the compounds above.
SMILES	Peg3 prom inh	NR2E3 ag-1	MITF TRPM1 inh	Shn3 3UTR inh	HTR2A ag	HIF-2a block	Cardio protect	NR2E3 ag-2	hiPSC survival	CaV13 ICDI inh	PDI inh
Cc1ccnc(NC(=O)CCC(=O)N(CC(=O)NC(C)(C)C)c2ccc3c(c2)OCO3)c1	-3	4	.	4	-6	8	1	-14	0.4	-3	3
COCCCNC(=O)COc1ccc(Br)cc1Cl	-159	1	-62	-41	2	-177	1	-64	1.6	-3	1
CN1CCCN(Cc2ccccc2Br)CC1	7	0	19	-4	-5	15	-1	22	-0.2	-19	7

(further entries)
SMILES	Peg3 prom inh	NR2E3 ag-1	MITF TRPM1 inh	Shn3 3UTR inh	HTR2A ag	HIF-2a block	Cardio protect	NR2E3 ag-2	hiPSC survival	CaV13 ICDI inh	PDI inh
COc1ccc(N(CC(=O)Nc2ccc3c(c2)OCO3)S(=O)(=O)c2c(C)nn(C)c2C)cc1	10	2	-9	0	-6	12	2	-16	-0.8	-5	.
O=C(O)CCNC(=O)C12CC3CC(CC(C3)C1)C2	6	1	10	3	2	16	10	-33	0.9	-7	8
NC(=O)COC(=O)CCSc1ccc(Cl)cc1	-5	4	2	-9	2	12	3	-14	0.0	1	-3
O=C(CCc1ccccc1)Nc1ccc2ccccc2n1	-286	-3	-95	-73	-2	-268	1	-110	-2.7	1	-3
O=C(N/N=C/C=C/c1ccccc1[N+](=O)[O-])c1ccncc1	6	0	8	.	0	11	8	-54	-0.2	9	-1
Cc1cccc(-n2c(SCC(=O)NCc3ccco3)nc3ccccc3c2=O)c1	17	1	3	-7	-4	2	5	0	0.8	-4	-9
Cn1cccc1/C=N/NC(=O)Cc1cccc2ccccc12	17	-7	19	39	-1	2	-8	17	-2.1	-2	3
O=C(CN1C(=O)c2ccccc2S1(=O)=O)c1cccc(Br)c1	-26	0	40	53	2	-13	-6	-11	-0.5	-3	-1
Cc1ccc(CNC(=O)Cn2cnc3c(OCc4ccccc4)ncnc32)o1	17	.	1	1	-2	-5	3	-3	-0.3	-6	3
O=C(NC1CCCC1)C(c1ccc(N2CCOCC2)cc1)N(Cc1ccccc1)C(=O)c1ccco1 (stereo unspecified)	-2	4	4	1	5	9	-6	-30	-0.8	.	-9
O=C(COc1ccccc1)Nc1ncn[nH]1	-14	3	11	-4	0	-12	-3	-21	-0.3	-17	10
COc1ccc(CNC(=O)COC(=O)/C=C/c2ccc(Cl)cc2)cc1	-6	0	2	-1	3	16	-4	-15	2.4	8	7
COc1cc(=O)oc(-c2ccccc2)c1C(C)=O	13	3	12	13	1	11	2	-15	-0.7	-1	19
Cc1ccc(C)c(NC(=O)CSc2nncn2C)c1	5	-1	0	-14	-3	12	-1	20	-0.2	-2	-2
O=C(Nc1ccc2ccccc2c1)c1ccc(Cl)cc1Cl	-321	1	-58	-14	-4	-255	-19	-129	-0.4	-4	-1
O=[N+]([O-])c1ccc(-c2ccc(S(=O)(=O)N3CCOCC3)cc2)cc1	-1	1	-6	-5	-2	15	-3	-16	-0.2	-1	-3
